# Screening data from PubChem.
# TCR activator: activators of T cell receptors. primary human leukocytes, anti-CD3, IL-2 HTRF, 48 h. Potency, µM (series often up to 9.22 µM), inactives show at the highest dose activation of IL-2 secretion, hits mostly activators. 330,000 tested, under 10 active; further: % of control where 0% means no effect
#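 TCR engagement came from a-CD3 beads alone, with compounds added to primary human leukocytes for 48 hr. Secreted IL-2 bridged europium cryptate- and d2-labelled anti-IL-2 antibodies, giving FRET emission at 665nm after 320nm excitation.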
# TRPV1 agonist: agonists of human vanilloid receptor 1 (TRPV1). TRPV1-expressing cells, Fluo-8 calcium influx, agonist mode. activation, % at 8.33 µM. 0.19% of 320,000 active; in the data active means activation above about 80%; inconclusive means between about 30% and that limit; further: 0% is about no effect
#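 TRPV1-expressing cells were cultured overnight at 35.5C and loaded with Fluo-8 calcium dye for 40 to 90 min at room temperature. After a 10 s baseline, compound was added and calcium influx was read kinetically for 3 min (ex 480/em 520 nm).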
# PTAP TSG101 blk: blocks PTAP/TSG101 interaction to inhibit HIV-1 budding | Q99816 | Fluorescence polarization, FITC-PTAP peptide / Tsg101 binding | Potency, µM (highest dose often 115 µM), without a hit: at the highest dose activity change, negative = inhibition, most hits filed as inhibitors | 340,000 tested, under 10 active | AID 493005; active means well fitted inhibition curve with a large enough effect in the main read-out, with a control signal flat, not every such curve was filed as active; inconclusive means small, poorly fitted or top-dose-only effect, or effect the other way, or a change in a side signal; inactive means no such curve, though single readings can be large or run the other way; further: potency means the concentration at half of the fitted maximal effect; % of control where 0% means no effect
# Target sequence (Q99816 whole entry, looked up): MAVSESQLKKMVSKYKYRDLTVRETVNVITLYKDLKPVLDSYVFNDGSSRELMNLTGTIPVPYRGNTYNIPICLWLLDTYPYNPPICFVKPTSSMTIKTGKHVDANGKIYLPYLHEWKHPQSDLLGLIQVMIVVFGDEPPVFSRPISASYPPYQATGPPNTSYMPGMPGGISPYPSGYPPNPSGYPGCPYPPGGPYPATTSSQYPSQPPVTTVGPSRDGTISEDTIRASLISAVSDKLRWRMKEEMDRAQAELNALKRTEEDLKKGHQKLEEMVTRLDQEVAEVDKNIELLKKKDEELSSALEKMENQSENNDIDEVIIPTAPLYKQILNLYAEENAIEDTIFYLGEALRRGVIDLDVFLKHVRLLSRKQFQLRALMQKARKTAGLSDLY
#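 Compounds were pin-transferred onto Tsg101 binding domain (10 uM final) in HEPES pH 7.5 buffer, then FITC-PTAP peptide was added at 50 nM final. After 20 min at RT, polarization reported peptide displacement across a qHTS concentration series.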
# B2AR arrestin: recruits beta-arrestin to the human beta2-adrenergic receptor | beta-arrestin recruitment to beta2AR, cell-based reporter | P07550 | 0.02% of 330,000 active | Potency, µM (highest dose often 46.1 µM), for the others: at the highest dose activation, usual class: activators;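 further: potency means the concentration at half of the fitted maximal effect; 0% = DMSO controls and full agonism = EC100 isoproterenol or metaproterenol; nearly all actives have a fitted effect of over 65% in size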
# Target sequence (P07550 whole entry, looked up): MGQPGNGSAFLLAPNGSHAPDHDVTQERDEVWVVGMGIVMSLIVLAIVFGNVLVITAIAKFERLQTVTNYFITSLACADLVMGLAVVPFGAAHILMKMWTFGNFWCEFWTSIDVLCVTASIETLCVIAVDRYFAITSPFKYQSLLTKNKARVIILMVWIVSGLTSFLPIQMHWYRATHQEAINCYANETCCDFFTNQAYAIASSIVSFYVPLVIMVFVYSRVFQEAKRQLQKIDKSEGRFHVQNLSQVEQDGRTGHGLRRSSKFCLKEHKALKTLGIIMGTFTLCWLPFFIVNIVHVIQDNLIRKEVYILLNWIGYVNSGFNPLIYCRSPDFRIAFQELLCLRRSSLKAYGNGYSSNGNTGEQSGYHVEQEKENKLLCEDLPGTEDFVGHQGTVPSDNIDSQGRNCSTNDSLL
# ELG1 DNA repair: inhibitors of ELG1-dependent DNA repair in HEK293T cells. HEK293T ELG1-luciferase reporter, luminescence, 16 h; DNA damage induced by 5-fluorouridine. Potency, µM (doses to about 46.1 µM), without a hit: at the top dose activity change, negative = inhibition, hits mostly inhibitors. 2.3% of 330,000 active; further: potency means the concentration at half of the fitted maximal effect; on the % scale 0 is the no-effect control and ±100 the full control effect; nearly all actives have a fitted effect of over 55% in size
#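 HEK293T cells expressing luciferase-tagged ELG1 (2,000/well) received 5-Fluorouridine plus compound or DMSO for 16 hr at 37 °C. Luciferase was read by ONE-Glo luminescence after 30 min at room temperature.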
# CXXC DNA block: blocks binding of human MLL CXXC domain to DNA; Q03164; MLL-CXXC / FITC-HOXA9 DNA fluorescence polarization; Potency, µM (titrated, usually from 115 µM), inactives show at the top dose activity change, negative = inhibition, hits mostly inhibitors; 0.037% of 290,000 active; AID 2662; active means well fitted inhibition curve with a large enough effect in the polarisation, with a control signal flat, not every such curve was filed as active; inconclusive means small, poorly fitted or top-dose-only effect, or effect the other way, or a change in a side signal; inactive means no such curve, though single readings can be large or run the other way; the % refers to the polarisation; further: potency means the concentration at half of the fitted maximal effect
#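 Steps: dispense CXXC domain solution (7 uM) → pin compounds or unlabeled HOX-A9 DNA control → 5 min ambient → add FLSN-HOX-A9 solution (50 nM) → spin → 30 min ambient → fluorescence polarization. Tris pH 7.5/NaCl/DTT/BSA buffer.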
# a7 integrin act: integrin-mediated muscular dystrophy alleviation activation; AID 624291; 0.064% of 350,000 active; alpha7betagal myoblasts, beta-gal FDG fluorescence, 48 h; Potency, µM (titrated, usually from 38.3 µM), inactives show at the top dose activation, actives largely listed as activators;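 further: potency means the concentration at half of the fitted maximal effect; 100% = response of the positive control SU9516; nearly all actives have a fitted effect of over 60% in size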
#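 Alpha7betagal+/- myoblasts (passage 13) were plated 16-24 hr, then exposed to compounds (1:260 dilution of DMSO stock) for 48 hours at 37C. After MPER lysis, β-galactosidase reporter activity was read as FDG fluorescence (ex 480/em 540) after 30 minutes.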
# BRCA1 expr act: activators of BRCA1 expression; MCF7-BRCA1-FFLuc reporter, luminescence, 48 h; response scale: scaled: vehicle 0%, 10 µM genistein 100%; Potency, µM (titrated, usually from 46.1 µM), inactives show at the highest dose activation, usual class: activators; 1.1% of 380,000 active; AID 624202; further: potency means the concentration at half of the fitted maximal effect; nearly all actives have a fitted effect of over 80% in size; some results filed as inactive show a strong effect at the top dose
#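 MCF7-BRCA1-FFLuc, 2000 cells/well; 2 h attach, 37 °C/5% CO2; compound 48 h; luciferase substrate 15 min; luminescence end-point. Norm. to genistein 10 microM max activation and DMSO; concentration-response curves fitted.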
# A-T KAP1 phos: potential ataxia-telangiectasia treatments restoring KAP-1 phosphorylation; […] A-T fibroblasts, KAP-1 phosphorylation AlphaLISA; neocarzinostatin DNA damage 30 min before lysis; Potency, µM (titrated, usually from 57.5 µM), inactives show at the top dose activation, most hits filed as activators; 0.19% of 320,000 active; further: potency means the concentration at half of the fitted maximal effect; % of control where 0% means no effect; nearly all actives have a fitted effect of over 45% in size
#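 hTERT-immortalized A-T patient fibroblasts ([…]), 500 cells/well in OPTI-MEM, 1% FBS, got compounds for 60 min, then NCS for 30 min at 37C. Lysates were then assayed for phospho-KAP-1 by AlphaLISA (anti-pKAP1 donor, anti-KAP1 acceptor beads), 6 hr at 25C.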
# p53 reactivation: re-activators of mutant p53 | H1299 p53-A138V BP100-luciferase reporter, luminescence, 24 h | Potency, µM (doses to about 92.2 µM), for the others: top-dose activity change, positive = activation, actives largely listed as activators | 0.063% of 320,000 active; further: potency means the concentration at half of the fitted maximal effect; % of control where 0% means no effect; nearly all actives have a fitted effect of over 45% in size
#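 H1299 (p53-null), stable ts p53-A138V + BP100-Luc; 1000 cells/well, Opti-MEM/10% FBS; cpd 4 pt, 1:5; 24 h, 37 deg C, 5% CO2; detection reagent 10 min RT; luminescence.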
# * marks the source's active call; other numbers are inactive results; ? = inconclusive; · = no result given; [ ] = another dose, or the depositor's remark. Unless noted, the call rests on the fitted dose curve; in most records, active means well fitted curve in the direction sought with a large enough effect; inconclusive means small, poorly fitted or top-dose-only effect, or another doubt; inactive means no such curve, though single readings can be large; an effect the other way counts as inactive or inconclusive.
structure	TCR activator	TRPV1 agonist	PTAP TSG101 blk	B2AR arrestin	ELG1 DNA repair	CXXC DNA block	a7 integrin act	BRCA1 expr act	A-T KAP1 phos	p53 reactivation
COc1ccc(NC(=O)COC(=O)/C=C/c2ccc(OC)c(S(=O)(=O)N3CCOCC3)c2)cc1	1%[46.1 µM]	0	-2%	-0.3%	17%	-2%	1%	3%	1%	3%
O=C(CCCN=C1NS(=O)(=O)c2ccccc21)OCC(=O)c1ccc(F)cc1	-3%	20	0%	0.2%	?	·	-14%	0%	2%	2%
CC(C)(C)OC(=O)NCC(=O)Oc1cc2oc(=O)cc(-c3ccccc3)c2cc1Cl	-6%[46.1 µM]	-4	-2%	-1.1%	?	0%	19%	18%	-4%	-12%
CCOc1ccc(S(=O)(=O)N2CCOCC2)cc1NC(=O)CN1C(=O)NC(C)(c2ccc(C)cc2)C1=O (centres undefined)	7%	0	0%	0.0%	?	·	-3%	-6%	3%	3%
COc1cccc(C2=NCCc3cc4c(cc32)OCO4)c1OC	-3%[46.1 µM]	3	-4%	0.4%	-8%	-1%	24%	-4%	-1%	-6%
Cc1cc(Cl)ccc1OCCCC(=O)NCc1ccccn1	1%	27	-11%	0.1%	0%	0%	-27%	-2%	4%	0%
Cc1nc2ccccc2c2ncccc12	-2%	-4	-6%	-0.7%	2%	3%	-7%	23%	4%	-2%
CCCc1ccc(NC(=O)C2CCCN(c3cnccn3)C2)cc1 (centres undefined)	1%	-4	0%	0.0%	-4%	4%	19%	30%	11%	6%
CC(=O)Oc1ccc(C(=O)Nc2cccc(C(=O)NC(C)(C)C)c2)cc1	-1%	2	-3%	0.2%	20%	34%[activator]	-4%	-20%	-1%	4%
Cc1cc(C)cc(-n2c(C)cc(/C=N/NC(=O)c3cccc([N+](=O)[O-])c3C)c2C)c1	-3%	-2	3%	0.3%	?	6%	-31%	-53%	-2%	0%
CCOC(=O)C1=C(CNCCOc2ccc(OC)cc2)NC(=O)NC1c1ccc2c(c1)OCO2 (centres undefined)	-10%	-2	-4%	-0.1%	?	-6%	10%	3%	1%	0%
N/C(=N\c1nc2ccccc2o1)NC(=O)c1ccccc1	3%	?	0%	0.3%	?	7%	17%	11%	·	?
CCOc1cc(N2CCOCC2)c(OCC)cc1NC(=O)C1=COCCO1	-4%	-1	-4%	-0.1%	-16%	·	-29%	-4%	-11%	1%
O=C(OC(C(=O)NCC1CCCO1)c1ccc(F)cc1)c1ccco1 (centres undefined)	1%	1	1%	0.0%	-5%	-1%	10%	7%	-2%	3%
Cc1cccc(NC(=O)Cn2cnc3ccc(S(=O)(=O)N4CCC(C)CC4)cc3c2=O)n1	3%	1	1%	-0.2%	-7%	15%	-25%	-31%	-1%	-10%
CCOC(=O)CC1(NC(=O)c2cc(COc3cncc(Cl)c3)on2)CCCCC1	4%	27	-5%	-0.2%	-9%	3%	-49%[inhibitor]	-2%	12%	-11%
CCNc1nc(NC(C)(C)C)nc(SCC(N)=O)n1	-7%	2	0%	-0.2%	7%	24%	1%	-3%	-6%	-4%
Fc1ccc(-[n+]2nc(Nc3ccccc3)sc2-c2cccc(Cl)c2Cl)cc1	2%	2	0%	0.2%	-15%	?	3%	0%	-1%	9%
CC(c1cccs1)N(C(=O)Nc1ccccc1)C1CCCCC1 (centres undefined)	4%	-2	-5%	0.2%	?	-8%	1%	3%	-2%	-8%
CCOC(=O)c1c(/N=C/c2cccc([N+](=O)[O-])c2O)sc2c1CCC2	-2%	2	-6%	-0.4%	11%	-5%	14%	0%	-7%	2%
CCNc1ccc(S(=O)(=O)N(C)C)cc1NCC(=O)Nc1ccccc1F	7%[46.1 µM]	13	1%	-1.0%	-26%	29%	-15%	-7%	1%	-9%
CC(C)n1cnc2cc(NCc3ccccn3)ccc21	3%	-1	-3%	-1.0%	?	3%	-9%	67%	6%	?
Brc1ccccc1Cn1c(-c2cncs2)nc2ccccc21	-3%	?	-9%	-0.1%	13%	1%	2%	-8%	8%	5%
CC(=O)NCCc1ccc(S(=O)(=O)N2CCCC2)cc1	-3%	-3	0%	0.4%	3%	0%	6%	-1%	-6%	1%
Cc1cc(OCc2cc(C(=O)NC(C)c3c(C)nn(C)c3C)no2)cc(C)c1Cl (centres undefined)	-6%	3	-2%	0.2%	?	3%	16%	?	8%	10%
COCCNc1ccc(S(=O)(=O)N2CCCC2)cn1	1%	-1	1%	-0.1%	0%	-3%	13%	0%	10%	3%
COc1ccc(S(=O)(=O)c2ccc(OC)c(OC)c2)cc1OC	-2%	4	0%	-0.2%	10%	4%	5%	-10%	3%	-3%
COc1cc(C(=O)NCC(=O)n2nc(C)cc2C)cc(OC)c1OC	-5%	-1	-8%	-0.4%	0%	3%	-13%	4%	-1%	-3%
CCC1SC2=NCN(c3ccccc3)CN2C1=O (centres undefined)	·	-1	·	-0.6%	1%	5%	·	·	3%	6%
COc1ccccc1NC(=O)Cn1c(O)c(N=NC(=O)c2ccccc2O)c2ccccc21	-7%	-1	-1%	0.0%	?	-7%	-33%	-18%	1%	13%
CCOC(=O)C(C)Sc1nc(=O)n2ccccc2n1 (centres undefined)	4%	1	-1%	0.1%	21%	7%	16%	34%	3%	-2%
O=C(CCNS(=O)(=O)c1ccccc1)NCCCSc1ccccc1	-4%	-1	-1%	-0.6%	11%	3%	-46%[inhibitor]	-15%	3%	4%
Cn1ncc(N=Cc2ccccc2)c1C(N)=O	5%	-1	0%	-0.7%	13%	13%	-32%	-17%	-2%	0%
Nn1c(SCC(=O)Nc2ccc(F)cc2F)nnc1-c1cccnc1	3%	-3	-3%	-1.7%	?	-1%	-23%	69%	-2%	?
CCOc1ccccc1OCCOCCOc1ccccc1[N+](=O)[O-]	-10%[46.1 µM]	1	-1%	-2.7%	4%	-1%	8%	-29%	-3%	-5%
Cc1nn(C)cc1/C=N/NC(=O)Cn1nccc1C	-3%[46.1 µM]	10	-1%	-0.9%	6%	-3%	23%	14%	5%	14%
Cn1ccnc1SCc1ccc(Cl)cc1Cl	-6%	3	-1%	0.4%	0%	?	-1%	-15%	-6%	-4%
O=C(NC1=NCCS1)c1ccc(Cl)c(S(=O)(=O)N2CCCC2)c1	15%	8	-6%	-0.3%	9%	3%	1%	5%	0%	-6%
CSCCC(NC(=O)c1ccccc1)C(=O)NCCCn1nc(C)cc1C (centres undefined)	-45%	1	-3%	-1.2%	16%	·	-2%	-5%	1%	-14%
Cc1cc(-c2nc3ccccc3c(=O)o2)ccc1[N+](=O)[O-]	-5%	11	-1%	-0.1%	?	-1%	-18%	?	11%	?
CCCc1nc2c(nnn2Cc2ccccc2Cl)c(=O)[nH]1	1%	-1	2%	0.2%	-12%	4%	-9%	-4%	2%	-3%
CCOC(=O)c1c(C2COc3ccccc3O2)csc1NC(=O)c1ccco1 (centres undefined)	-1%	·	-5%	0.0%	?	17%	-48%[inhibitor]	-35%	-10%	?
CC(=O)N1c2ccc(S(=O)(=O)N3CCCC(C(=O)Nc4cccc(F)c4)C3)cc2CC1C (centres undefined)	5%	0	-8%	-0.8%	?	13%	17%	-10%	-1%	·
CN1C(=O)C2ON(c3ccccc3)C(c3cccs3)C2C1=O (centres undefined)	1%	0	-2%	-0.3%	1%	3%	-13%	0%	-2%	18%
CCCCCN1C=CC=C/C1=C\C=C(C#N)C#N	4%	27	1%	0.0%	0%	?	2%	0%	-8%	-6%
COc1ccc(Cl)cc1NC(=O)c1cc(C)no1	-31%	5	0%	-1.1%	-2%	-7%	20%	-35%	34%	-5%
COc1ccc(-n2nc(C(=O)NCC(=O)NC3CCCC(C)C3C)c3ccccc3c2=O)c(OC)c1 (centres undefined)	-4%	4	-4%	-0.3%	-4%	11%	0%	-31%	0%	3%
CCN1C(=O)c2ccccc2S(=O)c2ccc(C(=O)NC3CC3)cc21 (centres undefined)	1%[46.1 µM]	5	-1%	0.4%	9%	0%	-9%	-35%	23%	-17%
CN(C)c1ccc(C2CC(c3ccccc3)=Nc3nc(-c4ccccc4)cn32)cc1 (centres undefined)	-2%[46.1 µM]	10	·	-0.2%	?	26%	·	·	2%	?
CCCNC(=O)NCc1ccc(N2CCCC2=O)cc1	7%	3	-4%	0.1%	12%	3%	23%	11%	·	-1%

# Outcome played no part in choosing rows; overall some 3.8% were active at least once.
